Assay outcomes (PubChem)
BRCA1 expr act – BRCA1 expression activation; MCF7-BRCA1-FFLuc reporter, luminescence, 48 h; response scale: scaled: vehicle 0%, 10 µM genistein 100%; Potency, µM (doses to about 46.1 µM), for the others: at the top dose activation, most hits filed as activators; 380,000 tested, 1.1% active; AID 624202; further: nearly all actives have a fitted effect of over 80% in size; some results filed as inactive show a strong effect at the top dose
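Using MCF7 cells harboring a BRCA1 firefly luciferase reporter, plated 2 h before compound pinning, the screen measured luminescence after 48 h incubation. Responses were normalized to DMSO and 10 microM genistein, then fitted for concentration-effect.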
uPA surface inh – inhibitors of cell surface uPA generation | cell surface uPA generation assay, qHTS | 330,000 tested, 0.31% active | Potency, µM (doses to about 38.3 µM), inactives show at the top dose activity change, negative = inhibition, actives largely listed as inhibitors; active means well fitted inhibition curve with a large enough effect; inconclusive means small, poorly fitted or top-dose-only effect; inactive means no such curve, though single readings can be large or run the other way; tested in mouse RAW 264.7 cells; further: on the % scale 0 is the no-effect control and ±100 the full control effect; nearly all actives have a fitted effect of over 55% in size
NPC1 promoter act – activators of NPC1 promoter; Potency, µM (series often up to 9.22 µM), for the others: top-dose activation, actives largely listed as activators; 320,000 tested, 2.4% active; AID 485313; Huh7 NPC1 promoter luciferase reporter, 24 h;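 further: % of control where 0% means no effect; nearly all actives have a fitted effect of over 60% in size; reporter is driven by a mutant NPC1 promoter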
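Luciferase expression driven by the NPC1 promoter was measured in stably transfected Huh7 cells after a 24 h compound incubation, using a luciferase reagent and a luminescence read.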
RORgamma inh – inhibitors of mouse ROR gamma transcriptional activity; AID 2551; Drosophila S2 Gal4-RORgamma UAS-luciferase reporter, 20 h; P51450; 310,000 tested, 5.4% active; Potency, µM (doses to about 53.6 µM), without a hit: top-dose activity change, negative = inhibition, actives largely listed as inhibitors; further: on the % scale 0 is the no-effect control and ±100 the full control effect; nearly all actives have a fitted effect of over 60% in size
Target sequence (P51450 whole entry, looked up, the tested form may be a part): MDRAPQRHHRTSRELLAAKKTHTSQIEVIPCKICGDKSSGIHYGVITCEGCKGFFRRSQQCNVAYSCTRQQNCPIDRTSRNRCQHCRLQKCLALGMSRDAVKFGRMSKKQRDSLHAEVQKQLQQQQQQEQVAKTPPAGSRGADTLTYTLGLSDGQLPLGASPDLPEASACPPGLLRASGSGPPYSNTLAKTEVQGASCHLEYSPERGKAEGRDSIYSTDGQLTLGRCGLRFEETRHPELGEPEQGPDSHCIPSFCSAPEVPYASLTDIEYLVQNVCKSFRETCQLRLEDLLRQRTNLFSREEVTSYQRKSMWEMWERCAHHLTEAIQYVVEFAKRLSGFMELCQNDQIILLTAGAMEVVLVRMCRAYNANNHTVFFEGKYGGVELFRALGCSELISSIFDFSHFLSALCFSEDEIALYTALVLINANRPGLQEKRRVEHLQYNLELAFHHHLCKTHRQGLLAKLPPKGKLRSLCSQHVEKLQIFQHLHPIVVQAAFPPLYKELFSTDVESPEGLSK
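Stably transfected Drosophila Schneider cells are the test system, with ROR gamma fused to Gal4 and luciferase under UAS control; luminescence is read after 20 hr of 700 uM copper sulfate induction at ambient temperature.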
Gal4-VP16 FLuc – counter-screen for ROR gamma inhibitors: Gal4-VP16 reporter; Drosophila S2 Gal4-VP16 UAS-luciferase, luminescence, 20 h; Potency, µM (top dose mostly 53.6 µM), for the others: at the highest dose activity, negative = inhibition, hits mostly inhibitors; 310,000 tested, 3.5% active;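 further: Gal4-VP16 expression switched on by copper sulfate through the metallothionein promoter; on the % scale 0 is the no-effect control and ±100 the full control effect; nearly all actives have a fitted effect of over 50% in size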
ELG1 genotoxic – inducers of genotoxicity in HEK293T ELG1-luciferase cells. HEK293T ELG1-luciferase reporter, luminescence, 16 h. Potency, µM (doses to about 46 µM), inactives show at the highest dose activity change, positive = activation, usual class: activators. 330,000 tested, 1.3% active. AID 504466; further: % of control where 0% means no effect; nearly all actives have a fitted effect of over 60% in size
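HEK293T cells expressing luciferase-tagged ELG1 were exposed to compound or DMSO vehicle for 16 hr at 37 °C and 5% CO2. Luciferase activity was then measured with ONE-Glo after 30 min at room temperature.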
p53 reactivator – re-activators of mutant p53; H1299 p53-A138V BP100-luciferase reporter, luminescence, 24 h; Potency, µM (titrated, usually from 92.2 µM), without a hit: at the highest dose activity change, positive = activation, usual class: activators; 320,000 tested, 0.063% active; further: % of control where 0% means no effect; nearly all actives have a fitted effect of over 45% in size
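p53-null H1299 cells stably carrying temperature-sensitive p53-A138V and a BP100-luciferase reporter were pinned with compounds (4-point, 1:5 series) and held 24 hrs at 37 deg C. Luminescence was read 10 min after detection reagent.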
FLuc modulator – inhibits or activates purified firefly luciferase, miR-21 counter-screen; 360,000 tested, 6.9% active; Potency, µM (top dose mostly 57.5 µM), without a hit: top-dose activity change, negative = inhibition, hits mostly inhibitors; AID 588342; P08659; purified FLuc, Km substrates, luminescence inhibition;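 further: plate controls were vehicle for no effect and reference inhibitor for full effect; nearly all actives have a fitted effect of over 55% in size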
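Biochemical qHTS of compounds, final roughly 60 µM downward over six points, against 10 nM purified firefly luciferase using Km concentrations of substrates (10 uM D-luciferin, 10 uM ATP) in Tris acetate pH 7.5 buffer; luminescence output.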
Rab9 prom act – Rab9 promoter activation; Huh7 Rab9 promoter-luciferase reporter, luminescence, 24 h; Potency, µM (highest dose often 9.22 µM), for inactives: top-dose activation, negative = inhibition, usual class: activators; 320,000 tested, 2.8% active; further: % of control where 0% means no effect; nearly all actives have a fitted effect of over 60% in size
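Cell-based reporter: Huh7 stable for Rab9 promoter-driven luciferase, plated in reduced-serum medium with 10% FBS at 1500 cells/well, compound-treated 24 h at 37 °C, luminescence read after 10 min reagent.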
MBNL1 CUG block – MBNL1-poly(CUG) RNA binding inhibition | 280,000 tested, 0.036% active | AID 2675 | Q9NR56 | TR-FRET MBNL1-His/biotin-(CUG)12 binding, 665/545 ratio | Potency, µM (top dose mostly 57.5 µM), for inactives: at the top dose activity change, negative = inhibition, usual class: inhibitors; active means well fitted inhibition curve with a large enough effect in the signal ratio, with a control signal flat, not every such curve was filed as active; inconclusive means small, poorly fitted or top-dose-only effect, or effect the other way, or a change in a side signal; inactive means no such curve, though single readings can be large or run the other way; the % refers to the signal ratio; further: on the % scale 0 is the no-effect control and ±100 the full control effect
Target sequence (Q9NR56 whole entry, looked up): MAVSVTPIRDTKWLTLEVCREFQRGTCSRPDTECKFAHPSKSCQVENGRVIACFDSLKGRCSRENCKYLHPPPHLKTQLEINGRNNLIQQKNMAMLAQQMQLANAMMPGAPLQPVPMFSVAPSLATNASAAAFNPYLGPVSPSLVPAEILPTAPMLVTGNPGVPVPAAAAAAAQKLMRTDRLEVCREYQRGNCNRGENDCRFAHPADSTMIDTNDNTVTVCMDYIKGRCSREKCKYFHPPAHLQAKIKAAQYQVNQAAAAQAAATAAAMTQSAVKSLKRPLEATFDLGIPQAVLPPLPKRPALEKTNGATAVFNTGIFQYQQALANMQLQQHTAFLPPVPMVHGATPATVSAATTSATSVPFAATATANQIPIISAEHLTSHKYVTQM
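His-tagged MBNL1 binding to biotinylated (CUG)12 RNA was measured by TR-FRET using terbium anti-His antibody (0.055 ng/ul final) and streptavidin-XL665 (5 nM final). Compounds were titrated 92 nM to 58 uM; 60 min at room temperature.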
* hit, by the source's call; ? = inconclusive; . = no result given; & = joins results of further samples; [ ] = dose if it differs, or a comment. Unless noted, the call rests on the fitted dose curve; in most records, active means well fitted curve in the direction sought with a large enough effect; inconclusive means small, poorly fitted or top-dose-only effect, or another doubt; inactive means no such curve, though single readings can be large; an effect the other way counts as inactive or inconclusive. Potency means the concentration at half of the fitted maximal effect. No enrichment for hits; about 13% have a hit in one of these screens.

SMILES	BRCA1 expr act	uPA surface inh	NPC1 promoter act	RORgamma inh	Gal4-VP16 FLuc	ELG1 genotoxic	p53 reactivator	FLuc modulator	Rab9 prom act	MBNL1 CUG block
C#CCOCCOCCOCCNc1nc(N2CCN(C(=O)C([C@@H](C)CC)n3cc(C(N)CC(C)C)nn3)CC2)nc(N2CCN(C(=O)[C@H](CCC(=O)O)n3cc(C(N)CC(C)C)nn3)CC2)n1 (stereo partly specified)	-15%	-1%	1%	4%	2%	8%	1%	1%	-4%	11%
COc1ccc(NC(=O)c2ccccc2NC(=O)CSc2ccc(Cl)cc2)cc1	?	6%	?	-8%	-23%[0.365 µM]	?	?	7%	?	?
Cc1cc(F)ccc1NCc1ccccc1[N+](=O)[O-]	-11%	-4%	0%	-8%	-3%	-1%	-1%	0%	-8%	20%
Cc1cc(C)n2nc(SCC(=O)c3cccs3)nc2n1	25%	-2%	-1%	8%	4%[10 µM]	2%	-3%	-6%	1%	-1%
CC(Sc1nnnn1C)C(=O)NC1CCCc2ccccc21 (stereo unspecified)	-8%	3%	-4%	4%	24%	-1%	1%	0%	-2%	-6%
CCNC(=S)N/N=C/c1cn(Cc2ccc(F)cc2)c2ccccc12	-79%	0%	3%	1.1µM*	1.8µM*	0%	2%	5%	-1%	.
N=C1CCCN1c1ccccc1O	-1%	1%	-1%	-7%	0%	2%	-1%	2%	-8%	-11%
COc1ccc(C(=O)/C=C/Nc2ccc([N+](=O)[O-])cc2C)cc1OC	2%	1%	6%	-4%	-19%	4%	-7%	?	21%	-3%
Cc1cc(C(=O)CN2C(=O)c3ccccc3S2(=O)=O)c(C)n1-c1ccccc1	-97%	-11%	-13%	11µM*	11µM*	-27%	-26%	2.1µM*	-11%	2%
Fc1ccc(NC(=S)N2CCCC2)cc1Cl	-13%	-6%	0%	?	-10%	0%	-1%	1%	-7%	-3%
COc1ccc(NC(=O)[C@@H]2CCCN2S(=O)(=O)c2ccc(Cl)cc2)cc1	2%	2%	.	.	.	-2%	1%	.	.	.
Cc1ccc(N(C)S(=O)(=O)c2cccc(C(=O)NCC(c3ccco3)N3CCCC3)c2)cc1 (stereo unspecified)	-19%	-16%	-6%	.	.	-2%	3%	-2%	-2%	.
CCc1nnc(NS(=O)(=O)c2ccc(N=Cc3c(C)[nH]n(-c4ccc(C)c(C)c4)c3=O)cc2)s1	28%	-13%	-1%	24%	-17%	7%	15%	15µM*	-2%	-1%
CC(NC(=O)/C(=C/c1ccc(OC(F)F)cc1)c1ccccc1)c1ccccc1 (stereo unspecified)	-76%	-7%	-4%	?	?	-6%	4%	4%	-4%	-7%
COC(=O)c1cn(-c2ccccc2)c(=O)c2ccccc12	-27%	-6%	-2%	-7%	1%	0%	-2%	-3%	-2%	10%
COc1cccc(CNS(=O)(=O)c2ccc3c(c2)N(C)CCO3)c1	-21%	-1%	0%	?	13%	-5%	-1%	0%	0%	-6%
Cn1cccc1CC(=O)N/N=C\c1cccs1	-4%	-2%	2%	9%	-9%	-3%	11%	-17%	4%	-1%
CC(=O)Nc1nc(C)c(-c2nc3ccc([N+](=O)[O-])cc3[nH]2)s1	62%	-11%	16%	?	-16%	5%	5%	-16%	15%	?
COC(=O)c1ccc(NC(=S)NNC(=O)CC(C)C)cc1	4%	-1%	4%	-24%	?	1%	4%	0%	11%	-12%
O=C(CSc1nc2ccccc2c(=O)n1CCCO)NCc1ccccc1	1%	7%	-5%	35%	-1%	-3%	0%	2%	-3%	-14%
Cc1cc(N2C(=O)C(O)=C(C(=O)c3cccs3)C2c2cccc(Br)c2)no1 (stereo unspecified)	-55%	-4%	2%	-10%	-3%	-5%	1%	-11%	-10%	.
CCOc1ccc(OCC)c(NC(=O)C2CCN(S(=O)(=O)c3cccnc3)CC2)c1	-17%	4%	1%	-25%	1%	3%	-3%	-3%	-4%	8%
COc1ccc(NC(=O)CN2C(=O)NC3(CC(C)CC(C)(C)C3)C2=O)cc1S(=O)(=O)N1CCCCC1 (stereo unspecified)	-38%	13%	1%	.	.	-2%	-9%	0%	-1%	.
CCOC(=O)c1[nH]c2ccc(Br)cc2c1NC(=O)CCN1CCCCC1	.	.	8%	7%	4%	-4%	-5%	-8%	-6%	15%
CN(CC(=O)Nc1cc([N+](=O)[O-])ccc1Cl)Cc1ccc(Br)cc1	-60%	4%	0%	14%	-25%	1%	0%	0%	-3%	?
Cc1cc([N+](=O)[O-])nn1CC(=O)NCc1ccco1	2%	2%	-4%	9%	-6%	-1%	12%	6%	-2%	41%[activator]
COc1ccc(C(C)=O)cc1CSC(=N)N	-21%	2%	-1%	23%	?	-9%	7%	-2%	6%	-5%
O=C(c1cc(Cl)ccc1O)N1CCN(S(=O)(=O)Cc2ccccc2)CC1	-5%	-2%	.	.	.	-8%	-1%	.	.	.
N#CC(C(=O)NCCc1ccccc1)c1nc2ccccc2nc1N1CCOCC1 (stereo unspecified)	12%	-1%	-3%	-25%	-7%	-11%	2%	5%	1%	7%
Cc1cccc(-c2nc3c(c(SCC(=O)N4CCOCC4)n2)COC(C)(C)C3)c1	-2%	12%	-20%	2%	0%	-2%	3%	1%	0%	-1%
N#CCSc1ncnc2ccccc12	-47%	?	-7%	-40%	-8%	-16%	6%	-4%	-12%	2%
Cc1cccc(C)c1N1CCN(C(=O)N2CCCCC2)CC1	-15%	4%	-7%	22%	4%	-14%	-7%	-2%	1%	4%
Oc1cccnc1CCc1ccccc1	0%	2%	11%	3%	-9%	3%	10%	-9%	2%	-6%
CNC(=O)c1cc2ncc(C(F)(F)F)cc2s1	27%	4%	8%	9%	?	9%	7%	-2%	18%	3%
CNc1nc2ccccc2n1N	-11%	-1%	0%	18%	-15%	-1%	15%	4%	0%	-30%
CCOc1ccc(N2CC(C(=O)NCCc3ccccc3)CC2=O)cc1 (stereo unspecified)	-2%	2%	0%	7%	-11%	-3%	29%	1%	-5%	-3%
CCOC(=O)c1cnc(-n2cc(C)cn2)nc1NCc1ccc2c(c1)OCO2	-38%	.	-1%	13µM*	?	-7%	0%	-2%	0%	3%
Cc1nn(-c2nc3ccccc3s2)c(N)c1-c1ccc(Cl)cc1	-55%	2%	?	?	0%	?	?	3µM*	?	-1%
Cn1cnc2cc(NC(=O)c3ccco3)ccc21	49%	?	2.8µM*	?	?	7.3µM*	?	19µM*	?	-9%
CCOC(=O)C1CCN(C(=O)COC(=O)C2CCN(S(=O)(=O)c3ccc4c(c3)OCCO4)CC2)CC1	10%	1%	0%	.	.	1%	6%	0%	-3%	.

Two records drawn at random from the list so far:
SMILES	BRCA1 expr act	uPA surface inh	NPC1 promoter act	RORgamma inh	Gal4-VP16 FLuc	ELG1 genotoxic	p53 reactivator	FLuc modulator	Rab9 prom act	MBNL1 CUG block
CCOc1ccc(N2CC(C(=O)NCCc3ccccc3)CC2=O)cc1 (stereo unspecified)	-2%	2%	0%	7%	-11%	-3%	29%	1%	-5%	-3%
Cn1cnc2cc(NC(=O)c3ccco3)ccc21	49%	?	2.8µM*	?	?	7.3µM*	?	19µM*	?	-9%

(more compounds)
SMILES	BRCA1 expr act	uPA surface inh	NPC1 promoter act	RORgamma inh	Gal4-VP16 FLuc	ELG1 genotoxic	p53 reactivator	FLuc modulator	Rab9 prom act	MBNL1 CUG block
CCOC(=O)C1C(=O)OC(C)(C)C1C(C)C(=O)c1ccc(C)cc1 (stereo unspecified)	-8%	.	2%	-2%	-1%	-2%	-2%	1%	-2%	-3%
COCCCn1c(-c2ccc(S(=O)(=O)N3CCOCC3)cc2)csc1=Nc1ccccc1	-22%	3%	-9%	0%	5%	8%	4%	-2%&2%	-21%	92%[activator]
Cc1cccc(CSc2nnc([C@@H]3CCCN3C(=O)OC(C)(C)C)o2)c1	-36%	16%	-6%	13%	2%	-5%	-5%	-3%	0%	-1%
O=C(O)C/C(=C\c1ccc(N2CCOCC2)c([N+](=O)[O-])c1)c1nc2ccccc2s1	5%	2%	-6%	31%	4%	5%	-3%	?	1%	.
CCC1=NN2C(=N)/C(=C\c3cccn3-c3c(C)cccc3C)C(=O)N=C2S1	-26%	-3%	-4%	?	0%	-7%	3%	?	0%	3%
CCOc1ccc2c(c1)C(C)=CC(C)(C)N2C(=O)Nc1ccccc1	29%	-5%	-2%	?	?	11%	8%	?	-2%	15%
COC(=O)c1ccc(CSc2nc3c(cnn3-c3ccccc3)c(=O)[nH]2)o1	0%	-14%	0%	19%	-2%	6%	7%	5%	0%	1%
CC1CCN(CCCNC(=O)COc2cc(=O)n(C)c3ccccc23)CC1	-29%	-7%	-9%	-27%	2%	1%	3%	2%	4%	-6%
O=C(Nn1c(C2CCCCC2)nc2ccccc2c1=O)c1cc(Cl)ccc1[N+](=O)[O-]	-24%	-3%	0%	?	-10%	-1%	-2%	0%	-13%	-5%
CCOC(=O)C(C(=O)NCc1ccc(C)cc1)c1ncc(C(F)(F)F)cc1Cl (stereo unspecified)	-2%	3%	-3%	41%	-3%	-2%	-4%	9%	2%	9%
O=C(NCC(c1ccco1)N1CCCC1)c1cc2ccccc2s1 (stereo unspecified)	-40%	4%	0%	.	.	2%	6%	-1%	-15%	.
